Screens deposited in PubChem BioAssay by National Center for Advancing Translational Sciences (NCATS).
RECQ1 inh: qHTS Assay for Inhibitors of RecQ-Like Dna Helicase 1 (RECQ1). 240,000 compounds, 0.54% hits. Potency, µM (doses to about 57.3 µM), inactives show top-dose activity, negative = inhibition, hits mostly inhibitors. AID 2549, 2010. RECQ1 DNA unwinding, red fluorescence kinetic read. ATP-dependent DNA helicase Q1 (Homo sapiens), P46063;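 note: plate controls were vehicle for no effect and no enzyme for full effect; nearly all actives have a fitted effect of over 30% in size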
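RECQ1T1 50 nM; forked duplex (20 bp + 30-nt ss tails) 200 nM, ATP 2 mM final; pH 8.0, 2 mM MgCl2, 2.5 ug/ml poly(dI-dC); 15 min compound preincubation; discontinuous kinetic read over 2 h at RT.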
GAA glycogen mod: qHTS Assay for Inhibitors and Activators of Human alpha-Glucosidase Cleavage of Glycogen; Lysosomal alpha-glucosidase (Homo sapiens), P10253; recombinant GAA, glycogen substrate, Amplex Red glucose oxidase fluorescence; Potency, µM (titrated, usually from 76.4 µM), without a hit: top-dose activity change, negative = inhibition, hits mostly inhibitors; 300,000 compounds, 0.38% hits; AID 2100, 2009;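 note: 0% = full enzyme reaction and -100% = no-enzyme basal signal; the screen sought inhibitors and activators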
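Natural-substrate format: glycogen cleavage by 4 nM human enzyme, glucose read by Amplex Red coupling (Ex 573, Em 610 nm). Normalized to enzyme and no-enzyme controls.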
TRb-SRC2 inh: qHTS for Inhibitors of the Interaction of Thyroid Hormone Receptor and Steroid Receptor Coregulator 2. TRbeta-SRC2 peptide binding, fluorescence polarization; receptor liganded with 1 µM T3. Potency, µM (series often up to 106 µM), inactives show at the top dose activity change, negative = inhibition, hits mostly inhibitors. 280,000 compounds, 0.065% hits;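 note: plate controls were bound peptide for no effect and peptide without receptor for full effect; nearly all actives have a fitted effect of over 50% in size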
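Human TRb LBD (0.6 uM) plus Texas Red-labeled SRC2 peptide (20 nM), 1uM T3, 5% DMSO, 5 hr at ambient temperature. Decreased polarization (555/632 nm) flags inhibition; data normalized to free and bound peptide controls.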
GAA spleen mod: qHTS Assay for Inhibitors and Activators of Human alpha-Glucosidase From Spleen Homogenate. Lysosomal alpha-glucosidase (Homo sapiens), P10253. human spleen homogenate, 4-MU-alpha-glucoside fluorescence. Potency, µM (series often up to 79.9 µM), inactives show at the highest dose activity change, negative = inhibition, actives largely listed as inhibitors. 240,000 compounds, 0.006% hits;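 note: 0% = enzyme with vehicle and -100% = no enzyme basal signal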
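Compounds were titrated against alpha-glucosidase in spleen homogenate at pH 5.0, with 1 mM 4-methylumbelliferyl substrate for 40 min at 37 C. Reactions were quenched with pH 10 NaOH/glycine and fluorescence measured.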
GAA inh: qHTS Assay for Inhibitors of Human alpha-Glucosidase as a Potential Chaperone Treatment of Pompe Disease | purified human GAA, 4-MU-alpha-glucoside fluorescence | AID 1466, 2008 | 200,000 compounds, 0.005% hits | Lysosomal alpha-glucosidase (Homo sapiens), P10253 | Potency, µM (doses to about 76.9 µM), for the others: at the top dose activity change, negative = inhibition, most hits filed as inhibitors;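 note: plate controls were uninhibited enzyme wells for no effect and no-enzyme background for full effect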
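Read-out is 4-methylumbelliferone fluorescence (Ex 365/Em 440 nm) after NaOH/glycine stop at pH 10. Enzyme 4 nM, substrate 400 uM, pH 5.0 citrate buffer, 20 min room temperature; AC50 from Hill-equation concentration-response.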
L3MBTL1 block: qHTS Assay for the Inhibitors of L3MBTL1; Lethal(3)malignant brain tumor-like protein 1 (Homo sapiens), Q9Y468; AlphaScreen L3MBTL1–H3K9me1 peptide binding; Potency, µM (top dose mostly 57.1 µM), inactives show top-dose activity, negative = inhibition, hits mostly inhibitors; 230,000 compounds, 0.66% hits; AID 485360, 2010; note: nearly all actives have a fitted effect of over 60% in size
Target sequence (Q9Y468 whole entry, looked up): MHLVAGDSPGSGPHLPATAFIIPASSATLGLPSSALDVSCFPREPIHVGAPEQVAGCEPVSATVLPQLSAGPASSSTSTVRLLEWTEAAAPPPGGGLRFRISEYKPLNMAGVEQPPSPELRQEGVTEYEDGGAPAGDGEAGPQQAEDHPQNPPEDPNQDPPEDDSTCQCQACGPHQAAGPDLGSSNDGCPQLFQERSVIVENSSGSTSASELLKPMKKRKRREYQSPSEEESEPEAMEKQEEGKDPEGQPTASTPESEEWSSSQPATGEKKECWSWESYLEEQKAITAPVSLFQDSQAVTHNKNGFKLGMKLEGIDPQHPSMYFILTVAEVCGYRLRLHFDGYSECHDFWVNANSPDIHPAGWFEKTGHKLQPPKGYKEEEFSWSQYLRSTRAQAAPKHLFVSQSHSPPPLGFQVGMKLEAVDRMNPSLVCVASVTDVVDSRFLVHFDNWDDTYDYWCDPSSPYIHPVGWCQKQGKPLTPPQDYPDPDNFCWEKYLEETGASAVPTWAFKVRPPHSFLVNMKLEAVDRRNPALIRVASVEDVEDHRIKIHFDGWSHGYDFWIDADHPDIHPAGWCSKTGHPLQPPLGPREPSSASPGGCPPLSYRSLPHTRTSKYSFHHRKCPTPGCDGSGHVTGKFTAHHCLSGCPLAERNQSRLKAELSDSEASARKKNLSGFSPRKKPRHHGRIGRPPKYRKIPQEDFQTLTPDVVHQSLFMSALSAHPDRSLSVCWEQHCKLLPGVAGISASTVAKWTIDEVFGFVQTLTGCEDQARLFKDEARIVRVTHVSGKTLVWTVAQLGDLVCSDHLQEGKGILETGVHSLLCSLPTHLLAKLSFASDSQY
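Displacement of a biotinylated histone H3(1-15) peptide monomethylated at Lys9 (75 nM) from L3MBTL1 (50 nM) was measured by AlphaScreen after a 30 min room-temperature compound incubation; cefsulodin titration served as intraplate control.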
RGS12 GoLoco inh: qHTS Assay for Inhibitors of RGS12 GoLoco Motif Activity (Red Fluorophore); 230,000 compounds, 0.44% hits; Potency, µM (doses to about 61.6 µM), for the others: at the top dose activity, negative = inhibition, actives largely listed as inhibitors; Guanine nucleotide-binding protein G(i) subunit alpha-1 (Homo sapiens), P63096; Gai1:RGS12 GoLoco peptide FP, rhodamine, 10 min; AID 880, 2007; active = well fitted inhibition curve with a large enough effect, not every such curve was filed as active; inactive = no such curve, though single readings can be large or run the other way; note: nearly all actives have a fitted effect of over 30% in size; many of its hits are not listed in these tables
TexasRed fluor: Total Fluorescence Counterscreen for Inhibitors of the Interaction of Thyroid Hormone Receptor and Steroid Receptor Coregulator 2. 280,000 compounds, 0.29% hits. Potency, µM (titrated, usually from 106 µM), for the others: at the highest dose fluorescence change, negative = quenching. TRb/SRC2 Texas Red total fluorescence interference. AID 1479, 2009; active = well fitted curve in either direction with a large enough effect; inconclusive = small, poorly fitted or top-dose-only effect
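Human TRb ligand-binding domain at 0.6 uM with 20 nM Texas Red SRC2 peptide in Tris buffer containing 1 uM T3 and 5% DMSO, incubated with compound 5 h at ambient temperature. Total fluorescence (555/632 nm) calculated as parallel + 2 × perpendicular.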
The depositor's hits bear a star; i = inactive; ? = inconclusive; . = not tested or not shown; [ ] = remark or other dose. Unless noted, calls come from the whole dose curve; as a rule, active = well fitted curve in the direction sought with a large enough effect; inconclusive = small, poorly fitted or top-dose-only effect, or another doubt; inactive = no such curve, though single readings can be large; an effect the other way counts as inactive or inconclusive. Unless noted, % is set by controls: 0 for no effect and ±100 for the full control effect; potency is the fitted concentration of half-maximal effect. A portion of the library; count on the stated rates, not on these rows.

SMILES | RECQ1 inh | GAA glycogen mod | TRb-SRC2 inh | GAA spleen mod | GAA inh | L3MBTL1 block | RGS12 GoLoco inh | TexasRed fluor
N#CC1=C(N)C(C#N)(C#N)C(c2cccnc2)C2CCCC=C12 (centres undefined) | -6% | -1% | 3% | -1% | 11% | -9% | 5% | 6%
c1ccc(OCc2nn3c(C4CCCCC4)nnc3s2)cc1 | -5% | -5% | 9% | -2% | -8% | -3% | -7% | -6%
O=C(CCNS(=O)(=O)c1cccs1)N1CCc2ccccc2C1 | -33% | 2% | -2% | -12% | 2% | -2% | 12% | -3%
O=C(Nc1ccc(S(=O)(=O)Nc2ncccn2)cc1)c1cccnc1 | 5% | 4% | -1% | 4% | 1% | 3% | 6% | 0%
O=C(NC(Cc1ccccc1)C(=O)O)/C(=C/c1ccco1)NC(=O)c1cccc(Br)c1 (centres undefined) | -15% | 12% | -2% | -12% | -1% | ? | 0% | 0%
N#C/C(C(=O)NCCc1ccccc1)=C1/N=C(NC(=O)c2cccs2)c2ccccc21 | 0% | 7% | 0% | 0% | -2% | -15% | -3% | -1%
COc1ccc(CC(=O)NNC(=O)COc2ccc(Br)cc2C)cc1OC | 1% | 4% | 3% | -1% | 2% | 8% | 1% | -1%
O=c1c(-c2ccc(O[C@@H]3O[C@H](CO)[C@@H](O)[C@H](O)[C@H]3O)cc2)coc2cc(O)cc(O)c12 | -2% | . | -4% | 2% | . | . | 8% | -2%
COc1ccc(Cl)cc1NC(=O)c1nc2nc(C)cc(C(F)F)n2n1 | -15% | -14% | -6% | -13% | -4% | . | 7% | -1%
Cc1ccc(S(=O)(=O)N2CCCC(C(=O)NCc3ccco3)C2)cc1Cl (centres undefined) | -3% | 4% | -9% | 5% | 0% | -17% | 5% | -2%
CC(CCc1ccccc1)NC(=O)c1ccco1 (centres undefined) | -9% | -5% | 3% | 0% | -22% | -9% | 2% | 1%
CN1C(=O)c2ccccc2C(C(=O)O)C1c1cccc([N+](=O)[O-])c1 (centres undefined) | i | 5% | -6% | 0% | -2% | . | 3% | -4%
O=C(N/N=C/C=C/c1ccc([N+](=O)[O-])cc1)C1COc2ccccc2O1 (centres undefined) | -7% | -4% | -24% | 0% | ? | -2% | 11% | 1%
CCOC(=O)c1nn(-c2ccccc2)c(C)c1C(C)=O | -6% | -7% | -11% | -8% | -10% | . | 12% | -1%
CC1CN(c2ncnc3c2oc2ccccc23)CC(C)O1 (centres undefined) | 0% | 3% | -4% | 3% | -2% | 8% | 0% | -4%
CC(C)(C)c1cc(OC(=O)c2ccccc2F)ccc1O | -8% | 0% | 4% | -1% | -2% | 2% | 5% | -1%
COc1ccc(N(CC(=O)Nc2c(C)n(C)n(-c3ccccc3)c2=O)S(=O)(=O)c2ccc(F)cc2)cc1 | i | -7% | 8% | -5% | -1% | 16% | 10% | 1%
CCOC(=O)c1cnc2c(cnn2C)c1NCCCN(C)C | -3% | 3% | -2% | 2% | -9% | -8% | 0% | -5%
O=C(Nc1ccc(Cl)c(Cl)c1)Nc1nnc(-c2ccncc2)s1 | -4% | 13% | -3% | -8% | ? | 6% | 4% | 0%
CC(C)CNC(=O)NC1(C(F)(F)F)Oc2ccccc2O1 | -9% | -18% | 2% | 3% | -3% | -13% | 2% | 1%
O=c1c(OC2OC(CO)C(O)C(O)C2O)c(-c2ccc(O)c(O)c2)oc2cc(O)cc(O)c12 (centres undefined) | -16% | 13µM* | 7% | -1% | -1%[15.4 µM] | ? | 8% | -16%
O=C(CSc1nnnn1-c1ccccc1)Nc1ccc(N2CCOCC2)c(Cl)c1 | 0% | 5% | -3% | 2% | -6% | . | 7.1µM* | -1%
CCN(CC)c1ccc(/C=N/NS(=O)(=O)c2ccc(CNC(C)=O)cc2)cc1 | -2% | ? | -7% | -1% | -1% | ? | 1% | -3%
CCOC(=O)CN1C(=O)C(O)(C2CCc3ccccc3C2=O)c2ccccc21 (centres undefined) | i | 7% | 4% | -5% | -1% | -1% | 3% | -2%
CCOC(=O)CC(=O)CSc1nc(-c2ccccc2)cc(-c2ccc(Cl)cc2)c1C#N | -5% | 2% | -13% | -20% | -2% | 1% | 7% | 0%
CN(C)S(=O)(=O)c1ccc(C(=O)NCC(=O)N/N=C/c2ccco2)cc1 | -1% | -15% | 9% | 3% | -5% | -5% | -6% | -1%
Cc1cc(C(=O)Nc2ccc(N3CCCC3)c(Cl)c2)ccc1[N+](=O)[O-] | -10% | 4% | -7% | -6% | 0% | ? | -11% | -4%
O=C(N/N=C/c1ccc(N2CCOCC2)cc1)c1ccc(O)cc1 | i | -14% | 3% | 5% | 3% | 2% | 32%[activator] | -2%
Cn1c(=O)n(C)c2cc(NS(=O)(=O)c3ccc(Br)s3)ccc21 | 24% | 2% | 0% | -2% | 9% | 1% | 10% | -1%
COCC(=O)N(CCc1ccc(OC)cc1)Cc1nc2ccccc2c(=O)[nH]1 | -7% | 1% | 7% | -4% | -4% | . | 1% | -1%
NNc1nncc2ccccc12 | -7% | . | 6% | -4% | . | . | -7% | 1%
CCc1nnc(NS(=O)(=O)c2ccc(NC(=S)NC(=O)c3ccc(OC)c(OC)c3)cc2)s1 | 3% | -7% | 6% | -2% | -6% | -4% | 14% | -3%
COc1ccc(S(=O)(=O)NC(C)C(=O)Nc2ccccc2C(F)(F)F)cc1 (centres undefined) | 17% | -3% | 3% | -8% | 0% | . | 3% | 2%
CCOC(=O)c1csc(NC(=O)c2ccc(N3C(=O)CCC3=O)cc2)n1 | i | 22% | -3% | 7% | -2% | 18% | -2% | 0%
O=C1OC2C[C@H]1[C@@H]1C(=O)N(Cc3ccccc3)CCC1C2I (some centres undefined) | -2%[81.1 µM] | . | 3% | -12% | . | . | -7% | -2%
C/C(=N\N=C(N)N)c1cccc(Cl)c1 | i | 24% | 15% | 0% | 6% | -3% | 14% | -2%
CCN(Cc1ccccc1)C(=O)C1CCN(Cc2sccc2C)CC1 | -2% | 3% | 1% | -1% | -1% | -6% | -15% | -3%
CC(C)Cn1cc(C(=O)N2CCC(C)CC2)c2c3ccccc3n(C)c2c1=O | -14% | -4% | -3% | 12% | ? | . | -9% | -1%
COc1ccc(CC(NC(C)=O)C(=O)NC2CCN(c3nnnn3-c3ccccc3)CC2)cc1 (centres undefined) | i | 5% | -11% | -6% | 2% | -4% | -5% | 2%
O=C(O)c1cccc(Nc2nc(Nc3ccccc3)nc(N3CCCC3)n2)c1 | 10% | 9% | 2% | -3% | -1% | . | -2% | 1%
O=C(Nn1cnnc1)c1cc2c(s1)CCCC2 | 4% | 0% | 2% | -2% | -2% | . | -13% | -1%
CCCCN(CC)C(=O)Cc1ccc(Br)cc1 | 0% | 2% | 0% | 8% | 10% | 4% | -1% | -6%
COCCNc1nc(N)c([N+](=O)[O-])c(NCC2CCCO2)n1 (centres undefined) | i | -7% | 0% | -14% | -6% | 6% | 3% | -4%
Cc1nn(-c2nnc(C)c(=O)[nH]2)c(C)c1SCC(=O)Nc1ccc(F)cc1 | -3% | 5% | -9% | 6% | -11% | 3% | 6% | -1%
CCCCC1(C)OC(=O)C(=Cc2ccc(N(CC)CC)cc2)C(=O)O1 (centres undefined) | -12% | -7% | 4% | -7% | -5% | -6% | 206%[activator] | 0%
Cc1ccc(-n2c(SCc3ccc(C#N)cc3)nnc2-c2ccccn2)cc1 | i | 5% | -4% | 3% | -1% | -7% | 2% | -10%
Cc1nc2ncnn2c(C)c1Cc1ccccc1Cl | -6% | -18% | 9% | 3% | 0% | . | 5% | 0%
COc1ccc(NC(=O)N2CCCC(CCC(=O)N(C)CCc3ccccn3)C2)cc1 (centres undefined) | -3% | 8% | 7% | -2% | 4% | -9% | 7% | -1%
O=C(O)C1=C[C@H](c2ccc(Br)cc2)C[C@H](OCCCCO)O1 | -3% | 11% | -9% | -4% | . | 13% | -10% | -2%
COC(=O)CN(c1ccc(C)cc1)S(=O)(=O)c1ccc(F)cc1 | i | -2% | 9% | 4% | 2% | 12% | 5% | 4%
CSCC[C@H](NC(=O)OC(C)(C)C)c1nnc(SCC(=O)N(C)C)o1 | -1% | -8% | 5% | -4% | -8% | 0% | -2% | 0%
CCCCN1CC(C(=O)NCc2ccc(C)cc2)CC1=O (centres undefined) | i | 2% | -4% | 4% | 4% | . | 3% | -2%
CC(=O)c1cccc(NC(=O)NC2CCCCC2)c1 | -2% | 4% | -3% | -2% | -8% | 1% | 4% | -3%
CC(=O)Nc1ccc(S(=O)(=O)Nc2nc3cc4c(cc3nc2Cl)OCCO4)cc1 | -4% | 3% | -1% | 17% | . | 6% | 13% | -3%

Reprinted at random: four compounds from above
SMILES | RECQ1 inh | GAA glycogen mod | TRb-SRC2 inh | GAA spleen mod | GAA inh | L3MBTL1 block | RGS12 GoLoco inh | TexasRed fluor
CC(CCc1ccccc1)NC(=O)c1ccco1 (centres undefined) | -9% | -5% | 3% | 0% | -22% | -9% | 2% | 1%
CCOC(=O)c1cnc2c(cnn2C)c1NCCCN(C)C | -3% | 3% | -2% | 2% | -9% | -8% | 0% | -5%
O=C(Nc1ccc(S(=O)(=O)Nc2ncccn2)cc1)c1cccnc1 | 5% | 4% | -1% | 4% | 1% | 3% | 6% | 0%
Cn1c(=O)n(C)c2cc(NS(=O)(=O)c3ccc(Br)s3)ccc21 | 24% | 2% | 0% | -2% | 9% | 1% | 10% | -1%
